# Lipid storage S3: qHTS Assay for Lipid Storage Modulators in Drosophila S3 Cells; Drosophila S3 cells, BODIPY lipid droplet fluorescence, 18-24 h; cells fed with added oleic acid; lipid storage change, negative = inhibition, % at the top dose, mostly 46.1 µM; hits show Potency in µM; 0.64% of 320,000 active; AID 2685; active = well fitted inhibition curve with a large enough effect in the signal ratio, with a control signal flat, not every such curve was filed as active; inconclusive = small, poorly fitted or top-dose-only effect, or effect the other way, or a change in a side signal; the % refers to the signal ratio
#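 Drosophila S3 cells loaded with oleic acid (400 uM, as added) and compounds at several concentrations; lipid droplets imaged by 488-nm laser-scanning cytometry, 500–530 nm intensity and object ratio to cell channel. Percent activity normalized to 20 uM Triacsin C.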
# Lipid storage S3 cell count max: also measured in Lipid storage S3; calls as there; cell number change, %; measured here: cell count max response;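 cells counted by Cell Tracker Red CMTPX staining in the red channel; peak over a dose series mostly up to 46.1 µM; percent activity relative to internal control wells on each plate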
# An asterisk follows results filed as active; i = inactive; ? = inconclusive; nt = not tested or not shown. % is scaled to controls: 0 for no effect and ±100 for the full control effect; potency is read from the fitted curve at half-maximal effect. The list is partial; the hit share may differ from the screen's.
SMILES	Lipid storage S3 cell count max	Lipid storage S3
COc1ccccc1NC(=O)CSc1nn2c(=O)c(C)nnc2s1	nt	?
COc1cc(OC)c(OC)cc1CNC(=O)c1cccc(S(=O)(=O)N2CCc3ccccc3C2)c1	nt	?
COc1cc(OC)c2c(=O)c(OC)c(-c3ccc(OC)c(OC)c3)oc2c1	11	-11%
CCCCN(C)C(=O)Cn1nc(-c2ccc(Cl)cc2)ccc1=O	nt	?
COc1cc(C2C(C(C)=O)=C(O)C(=O)N2CCN2CCOCC2)ccc1O (centres undefined)	nt	?
COc1ccc(N2CCN(C(c3cccs3)C(C)NC(=O)C(=O)N3CCCCC3)CC2)cc1 (centres undefined)	nt	?
Cc1ccc(NC(=O)N2CCc3ccccc3C2)c(C)c1	23	16%
CCOC(=O)C1C(C)N=C2SCC(=O)N2C1c1cccc(Br)c1 (centres undefined)	nt	?
O=C(NN1C(=O)c2ccccc2C1=O)c1ccccc1[N+](=O)[O-]	16	-1%
COCCCNC(=O)C(=O)NCCCOC(C)C	nt	?
CC(=O)N(c1ccc(C(F)(F)F)cc1)S(=O)(=O)c1ccc(N2C(=O)CCC2=O)cc1	nt	?
Cc1ccc(C(=O)NCCOc2cccc(C)c2)cc1	-28	i
Cn1c(=O)c(C(=O)CSc2ccccc2)c(N)n(Cc2ccccc2)c1=O	0	10%
CCOC(=O)Nc1c(C)n(C)n(-c2ccccc2)c1=O	nt	?
COc1ccc(CNC(=S)Nc2ccc(S(N)(=O)=O)cc2)cc1	nt	?
CCCc1nnc(SCC(=O)Nc2cc(C)on2)n1CCOC	nt	?
CC(C)OC(=O)c1ccc(S(N)(=O)=O)o1	nt	?
CC(C)NC(=O)COc1coc(CN2CCN(Cc3ccccc3)CC2)cc1=O	nt	?
COc1cc(-c2noc(C)c2-c2ccc(N(C)C)nc2)cc(OC)c1OC	nt	?
COc1ccc(C(=O)N/N=C(\C)CC(=O)N2CCN(C=O)CC2)cc1	-5	-5%
CCc1nc2ccccc2c(C(=O)OCc2nnc(-c3ccccc3)o2)c1C	nt	?
O=C1NC2(Nc3ccccc31)C(=O)Nc1ccc(Br)cc12 (centres undefined)	0	0%
CC(C)(C)NC(=O)CN(Cc1cccs1)C(=O)CCN1CCc2ccccc21	nt	?
Cc1nc2sccn2c(=O)c1S(=O)(=O)N1CCN(c2cccc(Cl)c2)CC1	-4	5%
Cc1ccc(S(=O)(=O)NCCCNS(=O)(=O)c2ccc(C)cc2)cc1	3	21%
COc1ccc(C(=O)Nc2ccc(-c3n[nH]c(=S)o3)cc2)cc1OC	nt	?
COC(=O)c1cc(C(=O)NCCN2C(=O)S/C(=C\c3cccs3)C2=O)cc([N+](=O)[O-])c1	nt	?
Cc1ccc(C(C)C)cc1S(=O)(=O)NC1CC(C)(C)NC(C)(C)C1	nt	?
CC(=O)N1Cc2cc(N)ccc2Oc2ccccc21	nt	?
Cc1ccc(/C=C/C(=O)OCC(=O)NCCN2C(=O)CSC2=O)cc1	18	3%
COC(=O)[C@H](CCSC)NC(=O)NCCc1ccccc1F	nt	?
Cc1cc(C)nc(N2CCC(C(=O)NCc3cccc(C(F)(F)F)c3)CC2)n1	nt	?
CCOC(=O)NC(=O)COC(=O)CNC(=O)c1ccc(OCC)c(OCC)c1	nt	?
CCNC(=O)n1nccc1C(C)Oc1ccccc1 (centres undefined)	18	7%
CCOc1ccc(OCC)c(NC(=O)C2CCCN(S(=O)(=O)c3c(C)n[nH]c3C)C2)c1 (centres undefined)	nt	?
CCCOC1CCCN(Cc2nc(-c3cnccn3)no2)C1 (centres undefined)	nt	?
CCN(Cc1ccccc1)C(=O)C1CCN(CC2CC=CCC2)CC1 (centres undefined)	8	15%
C(=N\n1cnnc1)/c1nc2ccccc2[nH]1	2	0%
CCSCCOC(=O)C1=C(C)NC(=O)NC1c1cccc(OC)c1OC (centres undefined)	nt	?
COCCNC(=O)c1noc2c1CCc1cc(OC)ccc1-2	nt	?
COc1cc2c(-c3ccc4cc[nH]c4c3)c(-c3ccsc3)oc(=O)c2cc1OC	nt	?
CCCC(=O)N1CCN(c2ccc(NC(=S)NC(=O)CC)cc2)CC1	-8	-7%
Nc1nccnc1C(=O)OCC(=O)C12CC3CC(CC(C3)C1)C2	nt	?
CSc1nc2ccsc2c(=O)n1-c1cccnc1	-3	-17%
CCOC(=O)/C(C#N)=C/c1cccc(F)c1	7	2%
O=C(CCN1C(=O)C2C3C=CC(C3)C2C1=O)N1CCN(c2ccc([N+](=O)[O-])cc2)CC1 (centres undefined)	3	6%
CCOC(=O)CSc1nnc(-c2cccs2)n1-c1ccccc1	nt	?
Cc1ccc(CNS(=O)(=O)c2cc3c(cc2C)NC(=O)CO3)cc1	nt	?
N#Cc1nc(-c2ccccc2F)oc1N1CCN(C(=O)c2ccco2)CC1	nt	?
O=[N+]([O-])c1ccccc1/C=N/n1c(C(F)(F)F)n[nH]c1=S	nt	?
c1ccc(-n2cnc3cc(NCc4ccco4)ccc32)cc1	-5	9%
CCC(=O)N1CCc2cc(S(=O)(=O)N3CCN(c4ccccc4)CC3)ccc21	nt	?
CNC(=S)N/N=C/c1ccc(-c2ccc(Cl)c([N+](=O)[O-])c2)o1	nt	?
CC1CCCN(Cc2nc3c(c(=O)n(C)c(=O)n3C)n2Cc2c(F)cccc2Cl)C1 (centres undefined)	nt	?
COc1ccc(C(=O)COc2ccc3c(C)cc(=O)oc3c2)cc1	1	-15%
CC1CCCN(C(=S)Nc2ccc(Nc3ccccc3)cc2)C1 (centres undefined)	-11	-1%
O=C(CCN1C(=O)/C(=C/c2ccccc2Cl)SC1=S)NCCc1ccc(O)cc1	nt	?
O=C(CSCC(=O)OCC(=O)c1ccc(Br)cc1)Nc1cccc2ccccc12	8	0%
Cc1cc(C(=O)NNC(=S)Nc2ccccc2)nn1C	nt	?
S=C(NCc1ccc(Cl)cc1)Nc1ccc(Cl)cc1Cl	nt	?

# Additional structures follow.
SMILES	Lipid storage S3 cell count max	Lipid storage S3
CN(C(=O)CSc1nc2sc3c(c2c(=O)n1C)CCC3)C1CCS(=O)(=O)C1 (centres undefined)	-5	0%
CCOc1ccc(CN(C)C(=O)c2ccc(S(=O)(=O)N(C)c3ccccc3OC)cc2)cc1	-10	22%
COc1ccc(CCN2CC(C(=O)NCCc3ccc(C)cc3)CC2=O)cc1OC (centres undefined)	22	-4%
CN(C)C(CNC(=O)c1ccc2nc[nH]c2c1)c1ccccc1 (centres undefined)	nt	?
O=C(NN1C(=O)C2C3C=CC([C@@H]2C1=O)C31CC1)c1ccccc1 (some centres undefined)	nt	?
CC(=O)N=C1SC2CS(=O)(=O)CC2N1c1cccc(Cl)c1Cl (centres undefined)	nt	?
CCOc1ccccc1N(C(C)=O)S(=O)(=O)c1ccc(Cl)cc1	nt	i
COc1ccc(C=O)cc1OC1C=CCCC1 (centres undefined)	24	3%
CCN(c1ccccc1)S(=O)(=O)c1ccc(N)c(OC)c1	nt	?
COc1ccc(Cl)cc1NC(=O)CN(C)CC(=O)Nc1ccccc1C(F)(F)F	-3	4%
Cc1c(O)c(CN(C)C)cc2c1oc(=O)c1ccccc12	15	2%
CCN(Cc1ccccc1)S(=O)(=O)c1ccc(OC)c2ncccc12	-7	20%
CCOCc1nnc(NC(=O)C2CCN(C(=O)C3CC(=O)N(c4ccc(C)cc4)C3)CC2)s1 (centres undefined)	nt	?
CCNC(=O)CSc1nnc(-c2ccc(OC)cc2)n1CC(C)C	nt	i
CC(C)(C)c1ccc(OCCSc2nc3ccccc3n2CC(=O)O)cc1	nt	?
O=C(Nc1nccs1)C1CCN(S(=O)(=O)c2ccc(Cl)c(C(F)(F)F)c2)CC1	nt	?
CCN(Cc1ccccc1)S(=O)(=O)c1ccc(C(=O)N(CCCN(C)C)c2nc3cc(OC)ccc3s2)cc1	8	12%
CCOC(=O)C1(CCc2ccccc2)CCN(C(=O)CCn2cncn2)CC1	-3	11%
CCCC(=O)Nc1ccc(C(=O)O)cc1NC(=O)CCC	5	2%
CN(C)c1nc(OCCNC(=O)Nc2ccccc2)nc(N2CCCCC2)n1	nt	?
CN(c1ccccc1C(=O)N1CCN(c2cccc(Cl)c2)CC1)S(C)(=O)=O	0	-19%
COCCOC(=O)C1=C(C)NC(=O)N(C(C)=O)C1c1ccc(Cl)cc1 (centres undefined)	nt	?
N#CC1=C(N)SC(C(=O)c2ccccc2)C1c1cccs1 (centres undefined)	0	0%
CCOc1ccc(NS(=O)(=O)c2ccc(-c3coc(C)n3)cc2)cc1	9	23%
c1ccc(-c2nnc3ccc(N4CCCC4)nn23)cc1	-26	i
CCn1c(-c2cccc(S(=O)(=O)N3CCCC3)c2)n[nH]c1=S	5	3%
COc1c2c(nc3occc13)C(CC=C(C)C)(OC)C(=O)C=C2 (centres undefined)	10	-9%
O=C(c1cccc(Cl)c1)N1CCN(c2ncccn2)CC1	nt	?
CC(=O)c1ccc(NC(=S)N2CCCC2)cc1	19	8%
CC(OC(=O)C1CC1)C(=O)Nc1ncc(Cl)cc1Cl (centres undefined)	16	-6%
COCCC(=O)N1CCC(Oc2ccc(C(=O)N3CCCC(OC)C3)cc2)CC1 (centres undefined)	nt	i
COC(=O)C(C)Sc1nc2c(c(=O)[nH]c(=O)n2C)n1CCC(C)C (centres undefined)	-14	7%
O=c1cc(C(F)(F)F)[nH]c2ccc(OC(F)(F)F)cc12	21	-2%
COc1ccc(C2=NS(=O)(=O)N(C)C(C(=O)NC(C)c3ccccc3)=C2)cc1OC (centres undefined)	nt	?
CSc1nnc(-c2cc[n+](C)cc2)n1CCO	nt	?
Cc1ccccc1NC(=O)OCc1cccnc1Sc1ccc(Cl)cc1	nt	?
Clc1ccc(SCc2cc(-c3ccccc3)on2)cc1	nt	i
O=C(CN1C(=O)C2CCCCC2C1=O)OCc1nnc(-c2ccccc2)o1 (centres undefined)	nt	?
Cc1nn(S(=O)(=O)c2ccc(F)cc2)c(C)c1S(=O)(=O)N1CCCCC1	nt	?
CCN(CC)S(=O)(=O)c1cc(NC(=O)CCNC(=O)c2ccccc2Cl)ccc1C	-17	-16%
COCCN(C(=S)Nc1ccccc1C)C(C)c1ccco1 (centres undefined)	-3	1%
CN(Cc1c(F)cccc1Cl)C(=O)CNC(=O)c1ccc2c(c1)OCO2	nt	?
COc1ccc(C2CC(=O)C(CS(=O)(=O)c3ccccc3)C(=O)C2)cc1 (centres undefined)	nt	?
c1ccc(CN2CCN(CCOCCOc3ccc4c(c3)CCC4)CC2)cc1	nt	-2%
CCOC(=O)C(C)Oc1cccc2c(=O)n(CC(=O)NCCc3ccc(OC)c(OC)c3)ccc12 (centres undefined)	nt	?
CC(c1ccccc1)C1NC(C(=O)O)CS1 (centres undefined)	-11	2%
Cn1c(=O)c2c(nc(N3CCOCC3)n2C/C=C/c2ccccc2)n(C)c1=O	11	11%
COc1ccc(COn2nnc3ccc(S(=O)(=O)N4CCOCC4)cc32)cc1F	nt	?
CC1CCN(Cc2nnnn2CCCC(=O)NCCN2CCOCC2)CC1	nt	?
O=C(NCCCO)C(=O)Nc1ccc2c(c1)N(S(=O)(=O)c1cccs1)CCC2	nt	?
Brc1ccccc1-n1nnc(-c2cccnc2)n1	1	-28%
CCN(CC(=O)N1CCN(Cc2ccccc2)CC1)S(=O)(=O)c1ccc(C)cc1	nt	?
CCCCCCCCCC[n+]1cccc(C(=O)N(CC)CC)c1	nt	i
COc1ccc(C(=O)Nc2ccc(Cl)cc2C(=O)N2CCOCC2)cc1	17	0%
O=C1CC(N2CCCCCC2)C(=O)N1c1ccc2c(c1)OCO2 (centres undefined)	nt	?
NS(=O)(=O)c1ccc(NC(=O)CSc2nc3ccccc3n2-c2ccccc2)cc1	nt	?
COc1ccc(C(=O)O/N=C(/c2ccccc2)c2ccncc2)cc1	nt	4%
COc1ccc(CN2CCOCCOCCOCC2)cc1	0	6%
CC(C)N(C(=O)Cn1c(SCC(=O)NC2CC2)nc2ccccc21)C(C)C	3	-20%
CC(=O)Nc1cccc(/C(C)=N/N2C(C)CCCC2C)c1 (centres undefined)	nt	i

# 4 compounds picked at random from the list so far, as already listed:
SMILES	Lipid storage S3 cell count max	Lipid storage S3
Brc1ccccc1-n1nnc(-c2cccnc2)n1	1	-28%
Cn1c(=O)c2c(nc(N3CCOCC3)n2C/C=C/c2ccccc2)n(C)c1=O	11	11%
O=c1cc(C(F)(F)F)[nH]c2ccc(OC(F)(F)F)cc12	21	-2%
CCCCCCCCCC[n+]1cccc(C(=O)N(CC)CC)c1	nt	i

# Laid out differently: results already given
# Under each structure: Lipid storage S3 cell count max, Lipid storage S3
- NS(=O)(=O)c1ccc(NC(=O)CSc2nc3ccccc3n2-c2ccccc2)cc1
→ nt, ?
- COc1ccc(C(=O)O/N=C(/c2ccccc2)c2ccncc2)cc1
→ nt, 4%
- COc1ccc(CN2CCOCCOCCOCC2)cc1
→ 0, 6%
- CC(C)N(C(=O)Cn1c(SCC(=O)NC2CC2)nc2ccccc21)C(C)C
→ 3, -20%
- CC(=O)Nc1cccc(/C(C)=N/N2C(C)CCCC2C)c1 (centres undefined)
→ nt, i
